SENP8 block-1: human SENP8 protease inhibitors, primary screen, biochemical, fluorescence, Nedd8 protein substrate, uHTS; Sentrin-specific protease 8 (Homo sapiens), Q96LD8; recombinant SENP8; inhibition, % at 20 µM; 360,000 compounds, 0.64% hits; AID 602440, 2012; in the data active = inhibition mostly above about 40%, no sharp cut-off; inactive = mostly below about 27%
Target sequence (Q96LD8 whole entry, looked up): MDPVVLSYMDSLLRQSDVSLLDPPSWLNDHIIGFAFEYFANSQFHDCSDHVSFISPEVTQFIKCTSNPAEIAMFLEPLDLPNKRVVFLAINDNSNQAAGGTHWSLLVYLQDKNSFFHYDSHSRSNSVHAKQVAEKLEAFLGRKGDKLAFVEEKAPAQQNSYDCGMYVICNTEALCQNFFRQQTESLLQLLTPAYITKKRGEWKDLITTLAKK
SENP7 block: SENP7 protease inhibitors, primary screen, biochemical, luminescence, uHTS | 330,000 compounds, 1.5% hits | Sentrin-specific protease 7 (Homo sapiens), Q9BQF6 | recombinant SENP7, Z-RLRGG-aminoluciferin luminescence, 40 min | inhibition, % at 5 µM;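 active = inhibition above about 50% at the single test dose, limit read from the data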;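 note: plate controls were DMSO with enzyme for no effect and no enzyme buffer wells for full effect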
Target sequence (Q9BQF6 706-1050 limits assumed): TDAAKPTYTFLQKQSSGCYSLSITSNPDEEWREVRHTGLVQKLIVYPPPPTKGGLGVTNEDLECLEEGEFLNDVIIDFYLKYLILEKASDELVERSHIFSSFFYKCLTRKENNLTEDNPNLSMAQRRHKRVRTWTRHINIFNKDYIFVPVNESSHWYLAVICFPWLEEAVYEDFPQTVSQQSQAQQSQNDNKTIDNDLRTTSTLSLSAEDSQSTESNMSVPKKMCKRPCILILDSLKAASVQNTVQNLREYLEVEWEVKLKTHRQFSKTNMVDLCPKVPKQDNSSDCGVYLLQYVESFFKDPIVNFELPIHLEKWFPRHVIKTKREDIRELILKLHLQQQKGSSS
HKDC1 inhibitor: HKDC1 hexokinase inhibitors, primary screen, biochemical, fluorescence, uHTS. recombinant HKDC1, G6PDH/diaphorase resazurin coupled fluorescence. Q2TB90. inhibition, % at 20 µM. 340,000 compounds, 0.16% hits;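 active = inhibition above about 35% when tested at 20 µM, limit read from the data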;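 note: plate controls were DMSO wells with enzyme for no effect and DMSO wells lacking enzyme for full effect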
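Test system: Recombinant HKDC1 (HK5) hexokinase enzyme, produced in-house | Input: HKDC1 at 5 µg/mL | Buffer or medium: Tris pH 8.0 buffer with MgCl2, Tween-20, BSA, BME | Schedule: 90 min reaction incubation at room temperature, dark | Technique: Resazurin-to-resorufin fluorescence via G6PDH and diaphorase coupling, 525/613 nm | Controls: DMSO wells with and without enzyme mix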
PfGluPho inh: PfG6PD enzyme inhibitors, primary screen, biochemical, fluorescence intensity, uHTS; PfGluPho enzyme, NADPH resazurin-diaphorase fluorescence; inhibition, % at 20 µM; 350,000 compounds, 0.78% hits;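 active = inhibition reaching at least a set limit at 20 µM in the primary screen, cut at about 59% in these data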;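 note: 0% = DMSO wells with substrate and 100% = DMSO wells lacking glucose-6-phosphate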
SENP1 inh: human SENP1 catalytic domain inhibitors, primary screen, biochemical, FRET, uHTS; AID 624204, 2012; inhibition, % at 10 µM; recombinant SENP1 catalytic domain, CyPet-SUMO1-YPet FRET cleavage; Sentrin-specific protease 1 (Homo sapiens), Q9P0U3; 360,000 compounds, 0.21% hits;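 active = inhibition at least 30% at 10 µM, raw YFP signal under a set limit, fluorescence ratio 0.5 to 1.5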;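 note: 0% = enzyme with DMSO and 100% = no enzyme wells; some results filed as inactive read as strong as hits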
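Material: hSENP1 catalytic domain, recombinant; medium: Tris pH 8 with BME, BSA, NP40 and catalase; compound: single concentration of 10 µM compound, 0.5% DMSO final; technique: FRET read of cyan and yellow fluorescence; timing: 50 min enzyme reaction, room temperature, light-protected; reagent: SFCypet-SUMO1-SFYpet substrate at 25 nM; control set: no-enzyme low, enzyme-DMSO high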
SENP6 block: SENP6 protease inhibitors, primary screen, biochemical, luminescence, uHTS; Sentrin-specific protease 6 (Homo sapiens), Q9GZR1; Recombinant SENP6 catalytic domain, aminoluciferin luminescence; inhibition, % at 10 µM; 330,000 compounds, 1.8% hits;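 active = inhibition above about 50% at the single tested dose, limit read from the data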;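 note: plate controls were DMSO wells with enzyme for no effect and DMSO wells lacking enzyme for full effect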
Target sequence (Q9GZR1 628-1112 limits assumed): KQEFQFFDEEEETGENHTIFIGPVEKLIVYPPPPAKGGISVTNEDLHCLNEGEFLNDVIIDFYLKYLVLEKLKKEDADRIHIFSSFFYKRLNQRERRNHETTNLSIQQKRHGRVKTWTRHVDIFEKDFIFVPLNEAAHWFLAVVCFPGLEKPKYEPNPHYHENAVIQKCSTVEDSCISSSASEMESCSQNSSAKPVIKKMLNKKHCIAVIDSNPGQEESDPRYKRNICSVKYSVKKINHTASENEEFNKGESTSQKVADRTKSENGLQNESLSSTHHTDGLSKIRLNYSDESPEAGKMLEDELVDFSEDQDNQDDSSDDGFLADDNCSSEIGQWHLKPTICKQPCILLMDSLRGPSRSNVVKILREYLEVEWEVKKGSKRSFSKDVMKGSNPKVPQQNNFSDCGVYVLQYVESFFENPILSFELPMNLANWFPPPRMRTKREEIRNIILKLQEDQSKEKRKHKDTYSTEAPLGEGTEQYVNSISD
SENP8 block-2: SENP8 protease inhibitors, primary screen, biochemical, luminescence | AID 2540, 2010 | Sentrin-specific protease 8 (Homo sapiens), Q96LD8 | purified SENP8, Z-RLRGG-aminoluciferin cleavage | inhibition, % at 10 µM | 330,000 compounds, 1.2% hits; in the data active = inhibition above about 50%
NALP3 yeast inh: NALP3 inflammasome inhibitors in reconstituted yeast, primary screen, luminescence, uHTS; 330,000 compounds, 0.39% hits; Yeast reconstituted NLRP3/ASC/caspase-1, beta-gal luminescence, 24 h; inhibition, % at 10 µM;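 active = inhibition of 50% or more; inactive = inhibition below 50%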;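 note: plate controls were induced DMSO wells for no effect and uninduced yeast grown without galactose for full effect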
Apaf1 inhib: inhibitors of human Apaf-1 apoptosome, primary screen, biochemical, DEVD-Rh110 fluorescence, uHTS. Apoptotic protease-activating factor 1 (Homo sapiens), O14727. reconstituted apoptosome caspase-3 activity. inhibition, % at 20 µM. 330,000 compounds, 0.71% hits. AID 489030, 2010; active = inhibition of at least 40% at 20 µM;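 note: plate controls were DMSO wells for no effect and DEVD-CHO caspase inhibitor wells for full effect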
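System – cell-free apoptosome with Apaf-1, procaspase-3 and caspase-9 · Buffer or medium – pH 7.5 Hepes buffer with CHAPS, BSA, DTT · Also added – cytochrome c with DEVD-Rh110 · Times – 30 min compound preincubation, 50 min activation, room temperature · Technique – Rh110 fluorescence intensity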
Numbers without * were called inactive; i = inactive; / = not tested or not shown. An unsorted share of the library; 4.1% or so of the library scored in one or more.

SMILES	SENP8 block-1	SENP7 block	HKDC1 inhibitor	PfGluPho inh	SENP1 inh	SENP6 block	SENP8 block-2	NALP3 yeast inh	Apaf1 inhib
CCC1CCCCN1C(=O)CCS(=O)(=O)c1ccc2c(c1)CCN2C(C)=O (stereo not drawn)	16	6	-7	7	3	-7	-5	7	5
CCn1nnc(-c2ccccc2NS(=O)(=O)c2ccc(S(=O)(=O)N3CCCCCC3)cc2)n1	12	-5	0	-1	1	-18	1	-7	2
O=c1nc2n(c3sc4c(c13)CCCC4)C(CBr)CS2 (stereo not drawn)	14	-2	5	7	3	-15	9	14	0
O=C(Cc1ccc([N+](=O)[O-])cc1)c1ccccc1	14	/	-10	12	0	/	/	/	/
FC(F)(F)c1cnc(NNC(=S)Nc2cccnc2)c(Cl)c1	12	-2	-11	15	3	-1	1	23	2
Cc1ccccc1OCC(=O)Nc1ccccc1-c1ccccc1NC(=O)COc1ccccc1C	13	-12	9	28	0	-32	-14	-4	16
COc1ccc(/C=C/c2c(-c3ccc(OC)cc3)oc3ccc(-c4ccc(OC)cc4)cc23)cc1	i	9	-1	-23	0	-5	-4	10	10
CSCCC(=O)N1CCC(n2nccc2NC(=O)CCCc2ccccc2)CC1	6	5	-5	-4	1	-6	-1	16	4
N#CCC(=O)Nc1ccc(C(=O)OCC(=O)NCCCc2ccccc2)cc1	9	-5	-1	-7	-6	2	1	8	11
O=C1c2cc([N+](=O)[O-])ccc2-c2cc(Cl)c(NC(=O)C(F)(F)F)cc21	6	/	-4	13	2	/	/	/	/
COc1ccc(/C=C2\SC(=S)N(CCCC(=O)N3CCCCC3CCO)C2=O)cc1 (stereo not drawn)	13	17	3	0	-14	30	16	-6	22
CC1(C)CC(=O)c2cc(N=C/C(C(=O)c3ccccc3)=C(\O)c3ccccc3)c(=O)oc2C1	7	-9	-1	2	-2	9	-14	12	12
O=S(=O)(O)c1ccc(N2N=C(c3ccccc3)CC2c2ccccc2)cc1 (stereo not drawn)	-372	-4	-4	1	-148	-5	-10	-13	12
Cc1cc(N)ccc1NC(=O)CN1CCOCC1	9	5	2	-2	0	4	-1	8	-2
CCOC(=O)C1CCN(C(=O)CSc2ccc(Cl)cc2)CC1	12	10	-1	-7	1	-7	-6	3	6
CCOC(=O)c1c(C)[nH]c(C(=O)CSc2nnc(Nc3ccccc3F)s2)c1C	17	0	-8	-3	-3	3	5	14	2
Cc1cc(OC(C)C(=O)NCc2ccccn2)c2c(C)c(Cc3ccccc3)c(=O)oc2c1 (stereo not drawn)	-187	-1	-1	1	1	-10	-4	22	1
CCCSc1ccc(-c2nn(-c3ccccc3)cc2/C=C(/C#N)C(=O)N2CCOCC2)cc1	-130	4	3	6	5	-25	5	7	13
CCc1n[nH]c(=S)n1/N=C/c1cc(Br)c(O)c(OC)c1	-47	12	-1	43	-3	-6	-2	4	-4
Cn1c(N)c(C(=O)COC(=O)C2CC(O)CN2S(=O)(=O)c2ccc(Cl)cc2)c(=O)n(C)c1=O (stereo not drawn)	-4	4	-1	3	-2	-13	-4	4	-11
CC1(C)CC(=O)C(CC(=O)Nc2cc(C(F)(F)F)ccc2Cl)C(=O)C1	24	2	13	-8	2	1	-1	-7	6
CC#CCN(CC#CC)S(=O)(=O)c1ccc(-n2cnnn2)c(OC)c1	18	-2	-5	20	0	-20	4	13	-12
O=C1NC(=O)/C(=C/c2ccccc2OCc2ccccc2)S1	-24	-10	6	-22	2	8	-2	18	4
N#Cc1sc(C(N)=O)c(-c2ccccc2)c1-c1ccccc1	10	4	-1	-10	0	1	5	16	-10
CC1(c2nnc(Cc3ccccc3)o2)CC(c2ccccc2F)=NO1 (stereo not drawn)	16	-4	-8	2	0	-15	-3	25	-3
O=C(NCC(c1ccco1)N1CCOCC1)c1cccc(Cl)c1 (stereo not drawn)	21	-4	-3	9	0	-8	-8	14	10
CCOC(=O)c1c(NC(=S)Nc2ccccc2C)sc2c1CCC2	6	9	-1	19	-14	-17	3	19	-1
CCN1C(=O)c2ccc(C(=O)O)cc2C1=O	4	-1	4	-17	2	-14	0	4	-5
CC(=O)Nc1ccc(N2CCOCC2)c([N+](=O)[O-])c1	13	-15	11	-10	1	1	-9	15	-2
COC(=O)Nc1ccc(S(=O)(=O)NC2CCCCC2)cc1	0	-6	-6	-1	2	0	11	17	-2
CCNC(=O)/C(=C\C=C\c1ccccc1)NC(=O)c1ccc(Br)o1	5	-7	1	0	-1	0	-3	11	6
CCC(=O)c1ccc(OCC(=O)NNC(=O)c2cc(C)oc2C)cc1	2	-14	0	-27	-2	9	8	22	1
CC1CCc2nc(NC(=O)C3CC3)sc2C1 (stereo not drawn)	15	-17	1	8	2	-18	-15	-17	11
CCC(C)NS(=O)(=O)c1ccc(NC(C)=O)cc1 (stereo not drawn)	-4	6	-6	-15	-2	-1	5	-3	-12
Cc1cccc(NC(=O)C2(C)CC3c4ccccc4C2c2ccccc23)c1 (stereo not drawn)	4	5	-7	-1	0	10	2	2	3
Nc1ccccc1C(=O)Nc1cccc2ccccc12	-174	8	17	4	-16	24	-6	4	-114
O=[N+]([O-])c1ccc(Cl)cc1C=NNc1ccccn1	21	/	2	8	11	/	/	/	/
CC(C)CC(=O)Nc1ccccc1N1CCN(c2ccccc2)CC1	10	1	-5	0	-1	-23	-6	8	3
O=C(NCc1ccncc1)c1ccc(NS(=O)(=O)c2cccc([N+](=O)[O-])c2)cc1	18	1	-3	-17	1	-11	-15	20	-3
O=C(CSc1nnc(-c2ccccc2)n1Cc1ccco1)NCc1ccc2c(c1)OCO2	-2	2	-1	10	2	-1	0	17	-4
CCCCC(=O)NC(c1ccc(Cl)cc1Cl)c1ccc2cccnc2c1O (stereo not drawn)	4	-3	-26	-19	1	-6	10	16	1
COc1ccc(C(=O)O)cc1S(=O)(=O)N(CCc1ccccc1)Cc1ccccc1	20	-8	-2	-36	0	-2	-3	8	9
COCC(C)NC(=S)Nc1ccccc1[N+](=O)[O-] (stereo not drawn)	20	-5	3	-9	1	-8	-6	3	4
CCCc1ccc(OCC(=O)Nc2cc(S(=O)(=O)CC)ccc2O)cc1	20	-5	3	-31	0	-9	-8	21	6
O=C(CSc1nc2ccc(Cl)cc2[nH]1)NCCc1ccc(Cl)cc1	17	2	9	28	0	-8	-1	10	4
O=c1c2ccccc2nc(-c2ccccc2)n1CCN1CCOCC1	14	-1	-2	-5	2	13	1	14	2
O=C1CCc2cc(S(=O)(=O)NC3CCCCC3)cc3c2N1CC3	13	8	0	-14	3	-2	2	13	6
O=C1CCc2cc(S(=O)(=O)NCc3ccc(Cl)cc3)cc3c2N1CC3	7	2	0	-5	2	-3	-3	11	-1
C=CCN(c1ccccc1)S(=O)(=O)c1cccc(C(=O)Nc2ccncc2)c1	5	-13	-4	14	2	-3	-10	7	17
CCCc1nc2ccccc2c(C(=O)OC(C)C(=O)NCc2ccc3c(c2)OCO3)c1CC (stereo not drawn)	14	-9	-5	-1	2	-31	-17	-7	24

The list goes on.
SMILES	SENP8 block-1	SENP7 block	HKDC1 inhibitor	PfGluPho inh	SENP1 inh	SENP6 block	SENP8 block-2	NALP3 yeast inh	Apaf1 inhib
CCCCn1c(N)c(N(CC(C)C)C(=O)c2oc3ccc(OCC)cc3c2C)c(=O)[nH]c1=O	-51	0	7	-1	-10	6	5	11	16
CN(C)c1ccc(CNc2nc3ccccc3s2)cc1	/	95*	/	/	/	82*	54*	23	2
O=C(Nc1nc2ccccc2[nH]1)c1cccc(S(=O)(=O)N2CCOCC2)c1	-25	-2	-15	-7	1	-2	-11	18	18
Cc1cccc(Cl)c1OCCCN1CCOCC1	9	-7	-4	1	3	-8	-3	16	-11
Cc1ccc(O)c(C(=O)c2cc(C#N)c(=O)n(-c3nccs3)c2)c1	-302	2	10	-4	-39	-4	-4	10	8
Cc1cccc(NC(=O)CSCC(=O)Nc2cccc3ncccc23)c1	-123	3	-2	-1	-45	5	-1	10	7
CC(=O)N1CCN(CC(=O)Nc2sccc2C#N)CC1	18	-5	-4	-5	-5	5	4	4	-5
COc1ccc(CCNC(=O)c2nnn(-c3ccc4c(c3)OCCO4)c2N)cc1OC	-17	0	3	35	0	-5	-5	0	4
O=C(COC(=O)/C=C/c1ccccc1)Nc1ccccc1Br	1	3	-11	13	0	-9	-9	-18	4
O=C(NNS(=O)(=O)c1ccccc1F)c1cc(-c2ccccc2)n[nH]1	17	-6	-4	-13	1	-8	-5	4	-13
Cc1cccc(N2CCN(C(=O)CCNS(=O)(=O)c3cccs3)CC2C)c1 (stereo not drawn)	20	3	0	6	10	1	0	14	9
O=c1cc(Cn2ccnc2)c2cc3c(cc2o1)CCC3	-89	-1	-7	-24	-3	5	2	1	-7
COc1ccc(/C=C(\NC(=O)c2ccc(C)cc2)C(=O)NCCCn2ccnc2)cc1OC	-3	-1	-5	-4	-4	-13	-1	17	6
ON/C=N/C(=S)Nc1ncc(C(F)(F)F)cc1Cl	12	1	4	-12	2	-6	7	1	-5
O=C(O)Cc1cccc(=O)c(O)c1C(=O)O	4	/	4	-15	2	/	/	/	/
C=CCN1C(=O)C(=O)N(Cc2nc3ccccc3s2)C1=O	-18	7	-6	3	-8	12	7	12	-3
CCOC(=O)Nc1nnc(-c2cccc(OC)c2)s1	-436	-5	0	-2	1	-2	-8	23	-3
COCCN(CC(=O)Nc1cccc(C)c1C)C(=O)Cc1ccsc1	11	4	-5	0	-1	0	-3	5	-1
Cc1ccc(NC(=O)Nc2ccnc(-c3cccnc3)n2)cc1	5	8	-3	2	1	1	-1	20	-4
CC(C)NS(=O)(=O)c1ccc(N2C(=O)c3ccccc3C2=O)cc1	6	-4	12	-6	2	-4	-6	-4	-23
O=C(CC(=O)N/N=C/c1ccccc1)NCc1ccccc1	16	5	1	107*	1	3	3	15	-5

Part of the list above, set out differently:
mol | SENP8 block-1 | SENP7 block | HKDC1 inhibitor | PfGluPho inh | SENP1 inh | SENP6 block | SENP8 block-2 | NALP3 yeast inh | Apaf1 inhib
O=C(CC(=O)N/N=C/c1ccccc1)NCc1ccccc1 | 16 | 5 | 1 | 107* | 1 | 3 | 3 | 15 | -5
C=CCN1C(=O)C(=O)N(Cc2nc3ccccc3s2)C1=O | -18 | 7 | -6 | 3 | -8 | 12 | 7 | 12 | -3
CC(C)NS(=O)(=O)c1ccc(N2C(=O)c3ccccc3C2=O)cc1 | 6 | -4 | 12 | -6 | 2 | -4 | -6 | -4 | -23

Screens: PubChem BioAssay, Sanford-Burnham Center for Chemical Genomics
